# hgDAF-12 ag: H. glycines DAF-12 receptor agonists, primary screen, cell-based, luminescence, HEK293, GAL4 fusion, UAS-luciferase | Nuclear hormone receptor DAF-12 (Heterodera glycines), GAL4 fusion | HEK293 GAL4-hgDAF12 UAS-luciferase reporter, agonist luminescence; normalized to butyrate control | activation, % at 6.8 µM | actives 1.8% (n = 370,000) | AID 687014, 2013;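 active = activation above a cutoff set at the mean of all screened compounds plus 3 SD, cut at about 10% in these data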;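 also: 0% = DMSO wells and 100% = sodium butyrate wells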
# DAX1 inh-1: DAX1 (NR0B1) inhibitors, primary screen, cell-based, HEK293, Gal4-DAX1, luciferase luminescence | Nuclear receptor subfamily 0 group B member 1 (Homo sapiens), P51843 | HEK293 Gal4-DAX1 luciferase reporter | inhibition, % at 6.75 µM | actives 0.99% (n = 340,000) | AID 504766, 2011;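 active = inhibition above the mean over all tested compounds plus 3 SD, cut at about 4.2% in these data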;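 also: 0% = DAX1-transfected cells with DMSO and 100% = empty-vector control cells with DMSO; inhibition shows as a rise in luminescence from relieved DAX1 repression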
# SMARCA2 activ: SMARCA2 (BRM) function activators, primary screen, cell-based, luminescence, high throughput | MG213 cells, MMTV-luciferase reporter, dexamethasone, overnight | activation, % at 9.1 µM | actives 1% (n = 370,000); in the data active = activation above about 7.8%;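 also: 0% = vehicle wells and 100% = reference activator wells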
# HGIII-sPLA2 inh: human group III sPLA2 inhibitors, primary screen, biochemical, QFRET, BODIPY PC-A2 liposome substrate. QFRET BODIPY PC-A2 liposome hydrolysis, fluorescence. inhibition, % at 12.2 µM. actives 0.56% (n = 370,000). AID 743126, 2013;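 active = inhibition above mean plus 3 SD of compounds lying within the high and low control bounds, cut at about 19% in these data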;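 also: 0% = median of test compound wells and 100% = no enzyme DMSO wells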
# ssDAF-12 act: S. stercoralis DAF-12 nuclear receptor activators, primary screen, cell-based, luminescence, HEK293, GRIP1 co-expression, lit1-tk-luc; Nuclear hormone receptor DAF-12 (Strongyloides stercoralis); HEK293 ssDAF-12/GRIP1 lit1-tk-luc reporter; % of 3 µM dafachronic acid response; activation, % at 6.8 µM; actives 1% (n = 370,000);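 active = activation above the mean over all tested compounds plus 3 SD, cut at about 0.9% in these data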;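 also: 0% = DMSO-only wells and 100% = 3 µM delta7-dafachronic acid wells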
# PG9 Ab binder: binders of HIV-1 gp120 antibody PG9, primary screen, biochemical, TR-FRET; AID 624416, 2012; actives 0.43% (n = 360,000); TR-FRET gp120-PG9 antibody binding; HIV-1 gp120 / PG9 antibody interaction; inhibition, % at 6.7 µM; in the data active = inhibition above about 8.5%
# FXN GAA850 act: FXN promoter activators, primary screen, cell-based, luciferase luminescence, HEK293 lucGAA850. actives 0.56% (n = 360,000). AID 540364, 2011. HEK293 lucGAA850 FXN promoter luciferase reporter, 24 h; percent of 10 µM SAHA response. activation, % at 6 µM;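 active = activation above the average of all compounds screened plus 3 SD, cutoff fixed separately per campaign, cut at about 7.5% in these data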;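 also: 0% = DMSO wells and 100% = 10 µM SAHA wells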
# hcDAF-12 act: H. contortus DAF-12 nuclear receptor activators, primary screen, cell-based, luminescence, HEK293, lit1-tk-luc reporter; HEK293 hcDAF-12 lit1-tk-luc reporter; 0% DMSO, 100% Δ7-dafachronic acid; activation, % at 6.8 µM; actives 1.4% (n = 370,000);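 active = activation above the mean of all tested compounds plus 3 SD, cut at about 5.5% in these data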;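 also: 100% = response to 3 µM Δ7-dafachronic acid high control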
# PLCb3 inh: human PLC-beta3 inhibitors, primary screen, biochemical, fluorescence; Purified PLC-beta3, fluorogenic substrate; inhibition, % at 12.2 µM; actives 0.18% (n = 370,000); AID 720704, 2013; in the data active = inhibition above about 11%;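 also: 0% = median of compound wells on plate and 100% = full blocker control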
# Target sequence (Q01970 whole entry, looked up): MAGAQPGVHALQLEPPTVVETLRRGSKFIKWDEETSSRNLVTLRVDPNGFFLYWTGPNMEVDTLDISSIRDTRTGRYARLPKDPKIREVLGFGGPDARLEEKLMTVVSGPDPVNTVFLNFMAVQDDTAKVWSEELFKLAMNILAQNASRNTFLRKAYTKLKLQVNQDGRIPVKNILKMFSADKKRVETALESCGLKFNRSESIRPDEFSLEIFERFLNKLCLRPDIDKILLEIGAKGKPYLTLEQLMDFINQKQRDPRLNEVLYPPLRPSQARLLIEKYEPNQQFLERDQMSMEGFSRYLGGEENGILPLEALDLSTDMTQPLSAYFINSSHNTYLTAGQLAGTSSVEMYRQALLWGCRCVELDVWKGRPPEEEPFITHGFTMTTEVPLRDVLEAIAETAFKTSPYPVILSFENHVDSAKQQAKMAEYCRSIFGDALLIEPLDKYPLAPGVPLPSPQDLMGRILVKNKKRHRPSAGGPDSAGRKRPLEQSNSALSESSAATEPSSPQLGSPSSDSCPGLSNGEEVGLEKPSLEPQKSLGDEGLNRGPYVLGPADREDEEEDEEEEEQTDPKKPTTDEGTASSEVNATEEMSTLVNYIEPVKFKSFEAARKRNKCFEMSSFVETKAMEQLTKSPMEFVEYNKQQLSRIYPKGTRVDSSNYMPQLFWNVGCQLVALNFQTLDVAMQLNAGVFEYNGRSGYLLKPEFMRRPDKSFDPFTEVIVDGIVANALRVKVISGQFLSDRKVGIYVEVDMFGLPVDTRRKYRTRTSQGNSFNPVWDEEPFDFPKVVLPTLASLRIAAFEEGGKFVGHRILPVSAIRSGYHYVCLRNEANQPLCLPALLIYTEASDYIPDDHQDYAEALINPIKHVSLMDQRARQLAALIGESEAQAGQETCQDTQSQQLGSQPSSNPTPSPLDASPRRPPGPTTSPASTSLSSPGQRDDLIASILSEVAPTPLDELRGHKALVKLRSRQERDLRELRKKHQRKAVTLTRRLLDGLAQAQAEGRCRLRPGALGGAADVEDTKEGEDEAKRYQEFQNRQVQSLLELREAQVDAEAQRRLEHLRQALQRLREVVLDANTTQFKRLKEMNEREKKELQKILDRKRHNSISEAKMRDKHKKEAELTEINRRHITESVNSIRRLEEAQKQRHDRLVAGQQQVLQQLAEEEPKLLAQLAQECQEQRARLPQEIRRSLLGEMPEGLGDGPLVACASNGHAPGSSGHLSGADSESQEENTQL
# DAX1 inh-2: DAX1 (NR0B1) inhibitors on StAR promoter, primary screen, cell-based, luminescence, SF-1 (NR5A1), full-length DAX-1 | AID 652010, 2013 | inhibition, % at 6.8 µM | HEK293T StAR-luciferase reporter, SF-1/DAX-1 repression relief | actives 1.1% (n = 370,000);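 active = inhibition above the mean over all tested compounds plus 3 SD, cut at about 3.6% in these data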;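 also: 0% = DAX-1 cells with DMSO and 100% = cells lacking DAX-1 with DMSO; higher inhibition means more luminescence from relief of DAX-1 repression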
# Rev-erbA mod: modulators of Rev-erb alpha DNA binding, primary screen, biochemical, FITC-DNA, fluorescence polarization, uHTS; actives 0.79% (n = 370,000); Rev-erbα–FITC-DNA binding, 90 min; activity, % at 10 µM;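 active = activity above about 14%, limit read from the data; passing the limit was not always enough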;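 also: 0% = DMSO wells with 35 nM protein and 100% = DMSO wells with 750 nM protein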
# Active calls of the source: *; i = inactive; x = not tested or not shown; & = joins results of further samples.
SMILES,hgDAF-12 ag,DAX1 inh-1,SMARCA2 activ,HGIII-sPLA2 inh,ssDAF-12 act,PG9 Ab binder,FXN GAA850 act,hcDAF-12 act,PLCb3 inh,DAX1 inh-2,Rev-erbA mod
CCCCCN1CC(O)=C(c2nc(-c3ccc(Cl)cc3)cs2)C1=N,1.2,-0.1,1.9,-1.8,-0.7,-3.5,0.7,-1.4,0.0,0.3,-9.9
CCC(C(=O)NCCc1ccc(OC)cc1OC)n1nc(C)n2c(cc3occc32)c1=O (stereo unspecified),0.4,-0.2,-1.5,-2.4,-0.7,-1.0,7.0,0.8,-5.0,-0.2,-1.8
CCn1c(SCC(=O)Nc2ccc(F)cc2)nc2ccccc2c1=O,-0.2,-0.3,1.8,4.0,-1.3,-0.7,-0.9,-0.7,-1.6,-0.5,-0.1
CC(C)c1ccc(/C=N/NC(=O)c2cccc(S(=O)(=O)N3CCOCC3)c2)cc1,1.2,-0.6,-3.6,5.2,-0.3,-3.6,-0.8,-0.2,2.9,0.4,-3.6
O=C(NCC1CCCO1)C1CCCN1C(=O)Nc1ccc(Cl)c(Cl)c1 (stereo unspecified),-2.9,0.9,0.2,1.9,-1.1,0.5,-0.5,-0.6,-4.5,-1.1,-1.9
CCOCCCNC(=O)c1c(-c2ccccc2)noc1C,-3.4,0.1,-1.1,6.8,-0.7,0.5,3.2,-2.6,5.9,-0.3,1.1
Cc1ccc(S(=O)(=O)N2CCC(C(=O)Nc3cccnc3)CC2)cc1,-2.1,5.4*,-5.3,-1.5,-1.5,0.7,1.8,0.2,0.6,-0.2,4.1
OC(c1ccc(Cl)cc1)c1ncc(-c2ccccc2Cl)[nH]1 (stereo unspecified),4.2,x,1.7,-7.8,-0.5,-0.7,1.4,0.8,0.5,-1.4,-4.4
O=c1[nH]c(COc2ccc(Br)cc2Cl)nc2ccccc12,6.0,1.9,2.5,-2.7,-0.5,-1.2,5.0,2.8,-18.1,7.4*,5.1
CCc1cc(/C(Cc2ccccn2)=N\O)c(O)cc1O,-3.8,-2.3,-6.2,-36.2,-1.6,-2.1,-0.2,-2.3,-2.2,-1.9,-5.0
CC(=O)c1cc2c(ccc3ccccc32)oc1=O,-0.1,2.5,-0.6,3.4,0.1,-0.9,1.2,2.5,i,-0.3,1.0
COC(C[C@@H]1O[C@@H]1[C@@H](O)COCc1ccccc1)OC,0.2,2.1,0.9,9.2,-0.6,0.2,0.7,-1.5,-0.3,0.4,-0.7
Cn1ccc2c(N3CCCCCC3)cc3c(c21)C1CCC3C1 (stereo unspecified),-2.4,x,-6.1,8.9,-0.6,-4.9,x,-0.5,-5.7,-1.9,4.5
COc1ccccc1C(=O)Nc1nnc(-c2ccccc2)s1,8.6,1.1,3.8,-12.9,1.2*,-0.3,5.0,6.8*,-22.2,0.1,9.1
CC(C)CN(C(=O)CN(C)S(=O)(=O)c1ccc(Cl)cc1)C1CCS(=O)(=O)C1 (stereo unspecified),1.1,0.7,-1.2,2.0,-0.5,-1.4,0.0,-1.8,-6.7,-0.6,-0.6
COC(=O)CCC(C)C1CCC2C3CCC4CC(O)CCC4(C)C3=CC(=O)C12C (stereo unspecified),-1.8,-1.0,-5.3,-10.6,-1.6,-0.1,0.2,-1.3,11.1*,-1.1,3.8
COc1ccccc1N1CCN(C(=O)CCN2C(=O)c3cccc4cccc(c34)C2=O)CC1,1.8,1.3,-4.8,6.3,0.6,-2.3,-0.6,3.6,2.3,-0.1,11.8
CC1CCCCC12NC(=O)N(CC(=O)Nc1cccnc1Cl)C2=O (stereo unspecified),0.0,-0.9,0.1,4.3,-1.2,0.4,1.9,-0.1,-4.4,-2.9,-3.7
O=C(COC(=O)c1cc(-c2ccc(Cl)s2)nc2ccccc12)NCc1ccco1,1.9,-0.2,0.3,-12.2,-1.6,1.4,-0.1,-2.1,i,0.0,-4.6
CCCNc1nc2c(c(=O)[nH]c(=O)n2C)n1CCc1ccccc1,-0.2,0.2,1.3,5.1,-0.9,0.4,-1.5,2.3,-5.1,0.7,1.1
Nn1c(SCC(=O)Nc2ccc3c(c2)OCO3)nnc1C1CC1,2.1,0.0,5.5,11.2,-0.5,1.5,-0.2,-1.1,2.0,0.1,0.1
Cc1ccc(S(=O)(=O)NN2C(=O)c3ccccc3NC2(C)C)cc1,0.7,-1.2,4.3,0.4,-1.4,-1.0,-0.6,-0.3,-250.2,0.4,4.1
CCCC1=[N+](CC(=O)c2ccccc2)CCn2cccc21,-1.8,-0.7,6.6,-5.7,-0.4,-0.2,0.7,3.8,-64.0,-0.5,3.4
O=C(Nc1ccc(S(=O)(=O)NC2=NCCCCC2)cc1)C1COc2ccccc2O1 (stereo unspecified),0.8,-1.8,-1.6,-2.1,-1.2,0.7,0.1,-1.6,-5.1,-0.3,-2.4
Cc1cc(N2C(=O)C(O)=C(C(=O)c3cccs3)C2c2cccc(O)c2)no1 (stereo unspecified),1.1,-0.5,0.5,-12.2,-1.1,1.0,0.9,-1.0,-13.8,0.4,0.9
COc1cccc(C(O)c2nc(-c3cc4ccccc4o3)cs2)c1 (stereo unspecified),1.4,x,-2.4,-9.4,-0.2,-1.9,0.4,-0.1,-7.2,1.5,-6.2
CC(=O)CSc1nnc(NC(=O)CCc2ccccc2)s1,0.1,0.0,2.1,-40.6,-1.4,-0.5,2.1,-0.9,2.9,0.1,-5.6
CSc1ccccc1NC(=O)CN(C)C(=O)CCc1c[nH]c2ccccc12,3.6,0.6,-1.9,-14.0,-0.9,1.0,-1.0,-1.1,-7.7,-0.3,0.0
Cc1ccc(N2CC(C(=O)N3CCCc4ccccc43)CC2=O)cc1 (stereo unspecified),-1.0,-0.6,-5.1,16.8,-1.2,-0.1,0.8,-1.3,-1.6,0.2,-7.9
CCOC(=O)C1CCN(S(=O)(=O)c2ccc3c4c2CC(=O)N4CC(C)S3)CC1 (stereo unspecified),-1.2,1.9,-3.1,-7.9,-1.8,-0.8,-1.2,-1.8,-2.8,0.8,2.5
CC(=O)c1c(C)[nH]c(C(=O)OCC(=O)NCCC(C)C)c1C,-3.3,-2.9,-6.0,3.8,-1.9,0.4,2.3,-3.2,0.7,-1.9,4.1
COc1ccc(Cl)cc1S(=O)(=O)N1CCCC1,-0.3,-1.1,-3.3,3.6,-0.6,-2.4,-0.8,-2.2,-5.1,-0.1,5.0
O=C(c1ccccc1)c1c[nH]c(C(=O)C(Cl)(Cl)Cl)c1,0.8,-0.1,3.9,-13.5,-1.2,1.8,-3.1,-0.1,0.3,-1.5,-3.8
Cc1cccc(C(=O)Nc2ccc(C(=O)c3ccccc3)cc2)c1,1.8,x,-4.8,-8.0,-1.8,-4.5,-0.2,-1.9,-5.2,-0.5,1.7
C/C(N)=C(/C#N)C(=O)COC(=O)C(NS(=O)(=O)c1ccc(Cl)cc1)C(C)O (stereo unspecified),-3.2&0.3,-0.8&-0.4,-3.7&-1.6,2.3&-1.9,-1.6&-1.2,-2.0&-3.0,-1.1&1.5,1.0&-2.4,2.6&4.7,0.3&-0.2,5.5&1.3
Nc1ccc(-c2ccc(C(=O)O)s2)cn1,0.9,0.3,-1.5,1.2,-0.4,-0.9,0.2,2.4,-464.1,0.3,-4.9
O=C(NCC(c1ccco1)N1CCOCC1)c1ccc(F)c(F)c1 (stereo unspecified),-0.3,0.2,-1.3,-0.6,-1.0,-1.1,-0.5,-0.9,-2.6,2.7,-4.3
COc1ccc(N2CC(NS(=O)(=O)c3ccc4ccccc4c3)CC2=O)cc1 (stereo unspecified),-1.6,-1.5,-1.6,-21.8,-0.9,0.1,0.3,-0.8,-4.3,-1.4,5.6
CCn1c(SCC(=O)Nc2nc(C)cs2)nnc1C(C)NC(=O)c1ccccc1 (stereo unspecified),-1.8,0.4,1.1,-3.0,-1.1,-2.4,-1.2,-1.3,2.0,-0.6,2.4
CCOC(=O)NC(=O)CSc1nc(C)cc(C(F)(F)F)c1C#N,5.9,-1.1,0.5,-7.2,-1.0,-1.2,2.7,0.1,-40.1,0.0,-3.1
Cc1cc(C)c(S(=O)(=O)Nc2ccc(O)c(Sc3ncn[nH]3)c2)c(C)c1,-4.1,0.0,-2.8,-127.6,0.0,-1.2,0.4,-1.4,-1.4,1.1,4.3
O=C(CCSc1nnc(-c2ccncc2)o1)Nc1ccc(F)cc1,-0.9,0.1,-1.5,-4.7,-1.2,1.1,-2.6,-1.6,0.1,-0.7,0.4
Cc1cc(F)ccc1S(=O)(=O)N1CCCOC1CNC(=O)C(=O)NC1CCCCC1 (stereo unspecified),-2.5,-0.3,2.0,2.3,-0.7,-0.3,0.6,-1.2,-3.1,0.7,2.9
CN1CCN(c2ccc(S(=O)(=O)N3CCCCC3)cc2N)CC1,-0.3,-0.1,3.6,-0.8,-1.2,0.3,0.9,-1.9,-4.8,1.1,1.5
Cc1cccc(C)c1NC(=O)CSc1nc(C)c(CC(=O)c2ccc(Br)cc2)c(C)c1C#N,-1.4,-0.4,1.0,4.5,-1.0,26.4*,1.5,-0.4,4.0,-0.1,140.7*
CC(=O)NCCc1nc2ccccc2n1Cc1cccc(C)c1,-0.6,-0.6,-2.3,-1.7,-1.1,0.1,-0.6,-0.1,-9.0,0.0,3.0
O=C(c1cccs1)N1C(=O)c2cccc3cccc1c23,0.9,0.9,-1.7,4.2,-0.5,-1.1,0.2,1.1,-224.7,0.3,51.0*
N#CC(/C(=N/S(=O)(=O)c1cccs1)c1ccccc1)c1nc2ccccc2[nH]1 (stereo unspecified),-4.4,-0.5,-2.5,-18.0,-1.5,-0.3,1.6,-2.3,-33.1,-0.7,2.1
O=C(NCCCCCCNC(=O)OC1CCS(=O)(=O)C1)OC1CCS(=O)(=O)C1 (stereo unspecified),-2.5,0.1,-7.5,7.9,-0.8,1.9,-0.5,0.6,2.1,-0.4,0.3
Cc1ccc(NC(=S)NC(CO)C(O)c2ccc([N+](=O)[O-])cc2)cc1 (stereo unspecified),3.5,-0.2,-2.1,4.7,-1.3,-0.9,0.0,0.3,3.6,-0.4,1.2
COc1cccc(-c2csc3nnc(SCC(=O)NCc4cccs4)n23)c1,-2.4,-0.5,-0.7,4.0,-1.3,0.0,1.3,-0.2,1.3,0.2,-6.1

# Bioassay records (PubChem)

# Not a hit list; overall some 7% were active at least once.
